H37Rv inhibition: M. tuberculosis growth inhibition, HTS (AID 449762); M. tuberculosis H37Rv growth inhibition, 7H9 media; higher % means a stronger effect; actives 0.59% (n = 330,000); one-dose inhibition, % at 25 µM; IC50 in µM for titrated hits; in the data active = a potency from the dose series; inconclusive = inhibition above about 70% without an active follow-up result;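 also: bacterial growth assessed after seven days of incubation; strong numbers were not always called active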
Salmonella PhoP GFP: PhoP regulon inhibitors, Salmonella typhi PhoP promoter GFP reporter, confirmatory (AID 1850). inhibition, % at 50 µM, or IC50 in µM where a hit was titrated. Salmonella Typhi PhoP-promoter GFP reporter, fluorescence, 4 h; higher % means a stronger effect. actives 0.33% (n = 310,000); in the data active = a potency from the dose series; inconclusive = inhibition mostly from about 25% at the one dose, without a potency; inactive = the rest, 99 in 100 with inhibition below about 19%;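 also: 0% = induced wells with vehicle and 100% = uninduced wells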
influenza NS1A: H1N1 influenza NS1A inhibitors, functional cell based assay (AID 504329); actives 0.3% (n = 340,000); NS1A functional cell-based assay, percent inhibition; higher % means a stronger effect; inhibition, % at 12.5 µM, or IC50 in µM where a hit was titrated; in the data active = a potency from the dose series; inconclusive = inhibition above about 27% without an active follow-up result; also: strong numbers were not always called active
M. tuberculosis: growth inhibition of non-replicating M. tuberculosis (AID 488890); Mycobacterium tuberculosis non-replicating, growth inhibition; higher % means a stronger effect; inhibition, % at 25 µM; hits with a dose series show IC50 in µM; actives 0.39% (n = 320,000); in the data active = a potency from the dose series; inconclusive = inhibition mostly from about 82% at the one dose, without a potency; inactive = the rest, 99 in 100 with inhibition below about 76%;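 also: plate controls were DMSO cells for no effect and high antibiotic wells for full effect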
inhibitors of VEEV: inhibitors of VEEV TC-83 cytopathic effect, confirmation, Vero cells (AID 588727); Vero cells, VEEV TC-83 cytopathic effect inhibition; higher % means a stronger effect; actives 0.13% (n = 350,000); inhibition, % at 20 µM, or IC50 in µM where a hit was titrated; in the data active = a potency from the dose series; inconclusive = inhibition mostly from about 14% at the one dose, without a potency; inactive = the rest, 99 in 100 with inhibition below about 12%; also: strong numbers were not always called active
inhibitors of VEEV 10K pilot screen: recorded beside inhibitors of VEEV, whose call it bears; inhibition, %; measured here: 10K pilot screen inhibition
* = called active by the depositor; i = inactive; u = inconclusive; x = no result given. An unsorted share of the library; about 1.4% have a hit in one of these screens.

SMILES	H37Rv inhibition	Salmonella PhoP GFP	influenza NS1A	M. tuberculosis	inhibitors of VEEV	others
COc1cc(Nc2c3c(nc4ccccc24)CCC3)cc(OC)c1OC	0%	-14%	-4%	2%	10%
COC(=O)C1=CN(C(C)c2ccccc2)C=C(C(=O)OC)C1c1cc(OC)c(OC)c(OC)c1 (configuration not stated)	52%	-6%	-20%	21%	0.6%
O=C1C(Cl)=C(N2CCOCC2)C(=O)N1c1ccc(Br)cc1	31%	-14%	16%	u	1.0%
CN(C)CCCN(Cc1ccccc1)C(=S)NCc1ccccc1	-5%	6%	-10%	0%	1.2%
CN(C)c1ccc(O)c2c1CC1CC3C(N(C)C)C(=O)C(C(N)=O)=C(O)[C@@]3(O)C(=O)C1=C2O (some centres not stated)	u	8.8µM*	-1%	u	0.5%
COc1cc(C(C(=O)NC2CCCCC2)N(C(=O)c2cnccn2)c2ccccc2)cc(OC)c1OC (configuration not stated)	x	x	2%	x	0.9%
N=c1c(C(=O)NC2CCCC2)cc2c(=O)n3ccccc3nc2n1Cc1ccccc1	6%	11%	-7%	14%	0.4%
COC(=O)c1cccc(NC(=O)CN2CCN(Cc3ccccc3)CC2)c1	-7%	0%	1%	-1%	0.3%	inhibitors of VEEV 10K pilot screen=1.1
NC(=O)CS(=O)(=O)c1nc2ccccc2n1Cc1ccccc1F	-1%	3%	-4%	15%	1.9%
O=C(O)CSCC(=O)Nc1ccc(C2CCCCC2)cc1	0%	-13%	5%	23%	i
Nc1nc(NCCCN2CCOCC2)nc(NCc2ccccc2)c1[N+](=O)[O-]	8%	12%	1%	-3%	7.7%
Cc1cc(=O)oc2cc(OCc3ccc(C(=O)OCC(=O)N(C)C4CCS(=O)(=O)C4)cc3)ccc12 (configuration not stated)	3%	12%	-11%	-1%	2.4%
CC(C)(C)[C@@H]1C=C(C(=O)Nc2ccccc2)O[C@H](OCc2ccc(CO)cc2)C1	13%	0%	6%	9%	0.2%
O=C(Nc1cccc(NC(=O)c2ccccc2Cl)c1)c1ccc(F)cc1	2%	-10%	-2%	8%	0.6%
CCOP(=O)(OCC)c1nc(-c2ccc(Cl)cc2)oc1NCc1ccccc1	4%	6%	-9%	16%	4.2%
CCOc1ccc(N2C(=O)C3ON(C)C(c4ccc([N+](=O)[O-])cc4)C3C2=O)cc1 (configuration not stated)	3%	1%	6%	-11%	0.3%
COCc1nnc(NC(=O)c2ccc(S(=O)(=O)N3CCCc4ccccc43)cc2)o1	-2%	10%	-10%	29%	10%
Cc1ccc(NC(=O)COC(=O)CCc2nc3ccccc3c(=O)[nH]2)c(Br)c1	3%	2%	1%	-8%	i
O=C(CNC(=O)OCc1ccccc1)NCC(=O)N1CCCC1C(=O)OCc1ccccc1 (configuration not stated)	0%	5%	-16%	4%	1.0%
CCN(CCN1CCCC1)C(=O)c1cc(COc2ccccc2SC)on1	-3%	-2%	6%	19%	i
CCOC(=O)c1c(C)c(C(=O)NC(C)COC)c(C)n1CC (configuration not stated)	-3%	-8%	-7%	x	i
O=C1COc2ccc(S(=O)(=O)NCCc3ccccc3)cc2N1	-1%	5%	-12%	-4%	i
CCOc1ccc(N2C(=O)c3cccnc3C2Nc2ccc(C)cc2)cc1 (configuration not stated)	-3%	-12%	7%	31%	0.1%
Cc1nn(Cc2ccc(Cl)cc2)c(C)c1NC(=O)c1noc2c1CCc1ccccc1-2	-12%	-10%	3%	x	1.8%
Cc1cnc(NC(=O)CC2CCCC2)s1	1%	1%	1%	18%	0.1%
Cn1cnnc1Sc1nc([N+](=O)[O-])nn1C	-12%	8%	-6%	-7%	1.8%
CCc1ccc(/C=C2\Oc3c(ccc(O)c3CN3CCN(CCO)CC3)C2=O)cc1	-6%	-25%	-8%	12%	0.7%
CCCC(C)NC(=O)Cc1ccc(S(=O)(=O)N2CCOCC2)s1 (configuration not stated)	4%	x	-2%	1%	0.9%
O=C(NCCCn1ccnc1)/C(=C/c1ccc(Cl)cc1)NC(=O)c1ccccc1	-6%	5%	-6%	6%	1.6%
CC1CCN(C(=S)c2cn(Cc3ccc(F)cc3)c3ccccc23)CC1	-7%	-5%	7%	13%	i
CN1CCc2c1nc1ccccc1c2N=C1CCCN1Cc1ccccc1	4%	0%	-13%	27%	i
O=C(CSc1ccc(-c2cccnc2)nn1)Nc1ccc(F)c(F)c1	-4%	-3%	2%	54%	1.1%
CCCn1c(=O)[nH]c(=O)c2c(C(=O)OCC)cc(-c3cccs3)nc21	-1%	-3%	-1%	16%	7.2%
Cc1ccc(C(=O)O/N=C(\N)c2cccnc2)cc1[N+](=O)[O-]	2%	-5%	1%	-1%	2.9%
CC(C)CNC(=O)C1CCN(c2ccc(S(=O)(=O)N3CCOCC3)cc2[N+](=O)[O-])CC1	8%	3%	-1%	5%	i
Cn1c(COc2ccc3ccccc3c2)nnc1SCC(N)=O	-4%	-8%	-4%	29%	2.3%
COc1cccc(CNc2nc3ccccc3n2C)c1O	-5%	-2%	0%	-8%	0.5%
O=C(N/C(=C\c1ccccc1)C(=O)N1CCCCC1)c1ccc(Br)o1	-3%	4%	-5%	13%	3.1%
c1ccc(C2CC(c3cccs3)Nc3nnnn32)cc1 (configuration not stated)	3%	6%	-1%	0%	0.4%
CCC(=O)Nc1sc(Cc2ccc3c(c2)OCO3)c(C)c1C(N)=O	-5%	-4%	-9%	24%	2.6%
Cc1nc(CSc2n[nH]c(=O)n2-c2ccccc2)cs1	4%	-6%	-1%	3%	1.1%
COc1ccccc1-c1ccc(SCc2cccc(C)c2)nn1	8%	8%	-7%	42%	1.1%
COc1ccc(NC(=O)CC2CCCCC2)cc1OC	-2%	4%	5%	3%	0.6%
COCCNc1nnc(SCC(=O)N2CCN(S(=O)(=O)c3ccccc3)CC2)s1	-10%	3%	14%	-3%	5.8%
CC(=O)Nc1ccc2ccccc2c1	59%	-5%	-4%	2%	1.7%
COc1ccc(-c2noc(-c3ccc(Cl)cc3[N+](=O)[O-])n2)cc1OC	9%	-7%	13%	14%	7.9%
Cc1c(C(=O)N(Cc2ccncc2)CC2CCCO2)oc2c(F)cccc12 (configuration not stated)	-2%	-4%	-3%	1%	5.8%
COc1ccc(-c2cccc(-c3cc(=O)oc4cc(OC)c(OC)c(OC)c34)c2)cc1	x	x	-4%	x	3.3%
CC(=O)N(CCC(c1ccco1)C(C)C)Cc1ccc(Cl)cc1 (configuration not stated)	0%	5%	x	13%	1.1%
CC1(C)CC(=O)C=C(NCCN2CCN(C(=S)Nc3ccccc3)CC2)C1	-6%	7%	-11%	21%	0.1%
O=C(Nc1cc(C(F)(F)F)ccc1N1CCOCC1)c1cccc(F)c1	-1%	-5%	-6%	52%	1.7%
COCCn1c(SCc2cccnc2)nnc1-c1ccco1	-8%	-3%	-2%	-6%	0.1%
Cc1cc(C)cc(N2CC(c3nc4ccccc4n3C)CC2=O)c1 (configuration not stated)	5%	12%	-43%	33%	10%
CCCCN(CC)CCCNC(=S)Nc1ccc2nc(N3CCN(CC)CC3)cc(C)c2c1	3%	6%	21%	30%	i
Nc1c(C(=O)Nc2ccc(Cl)cc2)sc2nc(N3CCOCC3)c3c(c12)CCCC3	-10%	-7%	11%	1%	0.9%
COc1ccccc1/C=C/CN1CCN(Cc2ccc(C)o2)C(CCO)C1 (configuration not stated)	6%	1%	-5%	-3%	i
COc1ccccc1CCc1nnc(CCC(=O)NCCCOc2cccnc2)o1	-2%	-1%	-3%	8%	1.6%
COc1ccc2sc(NC(=O)c3ccco3)nc2c1	-12%	11%	37%	19%	1.1%
Cc1ccsc1/C=N/n1c(-c2ccccn2)n[nH]c1=S	-6%	-5%	4%	-7%	0.7%
O=c1ccc2c(O)c3ccoc3cc2o1	-5%	x	-6%	15%	1.5%
Remaining list, next part.
SMILES	H37Rv inhibition	Salmonella PhoP GFP	influenza NS1A	M. tuberculosis	inhibitors of VEEV	others
COc1ccc(CNC(=O)c2ccc3ccccc3n2)cc1OC	13%	-14%	-5%	-8%	i
Cc1cccc(S(=O)(=O)NCCNS(=O)(=O)c2cccc(C)c2)c1	0%	-3%	4%	8%	1.3%
CCOc1ccc(NC(=O)CN(C)C(=O)c2cn3ccccc3n2)cc1OCC	-6%	-2%	-10%	1%	4.1%
COc1ccccc1N1CCN(C(=O)C2CCN(S(=O)(=O)c3ccc(C)cc3)CC2)CC1	3%	2%	-3%	14%	1.0%
COc1cc(/C=C2\C(=N)N3N=CSC3=NC2=O)cc(Br)c1OC(=O)c1ccco1	7%	-4%	7%	x	i
CC(Oc1cc2oc(=O)c3c(c2cc1Cl)CCC3)C(=O)NCc1ccncc1 (configuration not stated)	-8%	-8%	-4%	-11%	2.5%
O=C(CCn1c(=O)oc2ccccc21)N1CCCCCC1	-15%	2%	-2%	6%	5.1%
CC(OC(=O)c1cccc([N+](=O)[O-])c1)C(=O)N1CCc2ccccc21 (configuration not stated)	5%	x	-3%	x	0.2%
Cc1cc2c(cc1C)[n+](C)cn2CC(O)COCC1CC=CCC1 (configuration not stated)	2%	-1%	-4%	26%	0.1%
CC1=NN(c2ccc(Cl)cc2)C(=O)C1C(c1cccc(O)c1)c1c(C)[nH]n(-c2ccc(Cl)cc2)c1=O (configuration not stated)	-10%	3%	4%	40%	1.0%
COc1cc(/C=C/C(=O)NCCn2c(C)cc3ccccc32)cc(OC)c1OC	-2%	-3%	12%	2%	7.8%
CCc1nnc(NC(=O)Cc2sc(C)nc2-c2ccc(C)cc2)s1	6%	-2%	-6%	2%	i
COc1ccc(-c2nnc(SCc3ccccn3)n2C)cc1	3%	10%	-2%	-1%	i
O=C(Nc1cc(Cl)ccc1-n1cncn1)c1cc(S(=O)(=O)N2CCOCC2)ccc1F	-7%	-8%	7%	-6%	8.5%
COc1cnc(-c2ccccn2)nc1Oc1ccccc1	u	3%	10%	u	0.1%
Clc1ccc(C2NCCc3sccc32)cc1 (configuration not stated)	14%	0%	-2%	-7%	1.0%
Cc1ccc(CNC(=O)N2CCN(c3ccc(C)cc3)CC2)cc1	3%	-6%	20%	8%	1.0%
C=CCOc1ccc(-c2nc3c(c(=O)[nH]c(=O)n3CCC)n2CCCC)cc1	10%	3%	7%	-15%	2.0%
O=C(Nc1ccc(Cl)cc1)c1ccc(-c2ccccn2)s1	6%	-1%	x	27%	0.5%
Cn1cc(C(=O)N/N=C/c2cccc([N+](=O)[O-])c2)c2ccccc21	-11%	5%	x	-10%	4.7%
COc1cccc(CC(NC(C)=O)C(=O)NC2CCN(C(=O)C3CC3)CC2)c1OC (configuration not stated)	2%	4%	-5%	0%	i
O=C(COc1ccc(Cl)cc1)Nc1cccc(S(=O)(=O)NCc2ccco2)c1	4%	x	4%	57%	5.2%
O=C(Sc1ccccc1)c1cccc(Cn2cc(C(F)(F)F)ccc2=O)c1	-4%	-7%	x	79%	7.7%
Cc1ccc(OCc2nnc(SCC(=O)N3CCOCC3)n2C)cc1	-5%	11%	1%	-5%	0.1%
COc1ccc(C(=O)COC(=O)CNC(=O)c2ccccc2)cc1F	-4%	x	-8%	-16%	2.5%
Cc1oc(-c2ccccc2)cc1C(=O)Nc1cccc(/C=C\C(=O)O)c1	20%	-7%	13%	20%	0.7%
Cc1ccc2c(c1)=C(c1ccccc1)N(O)CC(=O)N=2	-4%	1%	2%	4%	i

Assay outcomes from PubChem BioAssay.
